Pf gamet viab: P. falciparum stage V gametocyte viability inhibition; P. falciparum stage V gametocytes, ATP luminescence, 24 h; hit rate 0.065% among 150,000; inhibition, % at 10.9 µM;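 active = inhibition above the mean plus 3 SD of compounds within the control limits, set per campaign, cut at about 38% in these data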;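 note: 0% = DMSO wells and 100% = medium only without gametocytes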
The depositor's hits bear a star. An excerpt, so the mix of outcomes need not match the whole.

canonical_smiles | Pf gamet viab
C[C@@]12C(=O)N(c3ccc(Br)cc3)C(=O)N1[C@@H]1c3ccccc3OC[C@@H]1[C@H]2c1ccccc1 | -40.0
Cc1ccc(C(=O)NCc2ccc3c(c2)OCO3)o1 | -25.6
CCOc1ccc(S(=O)(=O)NCC2CCCO2)c2ccccc12 (centres undefined) | 14.4
O=[N+]([O-])c1cccc(S(=O)(=O)N2CCc3ccccc3C2)c1 | 1.6
COc1ccccc1-c1sc2cc3c(cc2c1C#CCO)OCO3 | 12.1
O=C(Nc1ccc(Nc2ccccc2)cc1)c1c(Cl)cccc1Cl | -17.4
OC(c1cccc(Cl)c1)c1nccc2ccccc12 (centres undefined) | 12.2
CCOCCCNC(=O)C1CCN(S(=O)(=O)c2c(C)noc2/C=C\c2ccc(OC)cc2)CC1 | 4.0
c1coc(C2=NCCc3ccccc32)c1 | -12.5
O=C(Nc1ccc(F)c(Cl)c1)C1CCCC1 | -2.3
CCn1c2ccccc2c2cc(NC(=O)C3CCN(S(=O)(=O)c4cccs4)CC3)ccc21 | -42.1
CC(C)(O)[C@@H]1CC[C@@](C)(C2CC[C@]3(C)C2[C@H](O)CC2[C@@]4(C)CC[C@H](O)C(C)(C)C4[C@@H](O[C@H]4O[C@@H](CO)[C@H](O)[C@@H](O)[C@@H]4O[C@@H]4O[C@H](CO)[C@@H](O)[C@H](O)[C@H]4O)C[C@]23C)O1 (stereo in doubt) | 3.8
COc1ccc(CCNc2nc(Cl)nc(NC(C)(C)CO)n2)cc1OC | 17.8
OCC[C@H]1C[C@H](O)[C@@H](O)[C@]2(OCCc3ccccc32)O1 | 25.4
C=CCC[C@@H](Cc1ccc(F)cc1)C(=O)OC[C@@H](NC(=O)[C@@H](CC=C)CC(=O)N[C@@H](CO)Cc1ccccc1)C(C)(C)C | 1.3
COc1cc(C(=O)Oc2ccc3ccc(O)cc3c2)cc(OC)c1OC | -14.8
Cc1noc(C)c1-c1csc(N2CCC(C(N)=O)CC2)n1 | -38.0
CC(NC=O)c1nc2ccccc2n1CCc1ccccc1 (centres undefined) | -27.8
CC(=O)C[C@@H](O)CC(=O)[C@@H]1OC(=O)CC/C=C\Cc2ccccc21 | 11.7
Cc1ccc(S(=O)(=O)n2cc(-c3ccccc3)c3ccccc32)cc1 | 15.9
Nc1cc[n+](CC(=O)c2ccccc2)cc1 | 3.3
Cc1ccc(NC(=O)C2CCCC2)cc1Cl | 19.8
COC(=O)[C@H]1C[C@@H](c2ccccc2)[C@H](C)C1(C)C | 4.6
CCN1C(=NCCc2c[nH]c3ccccc23)N[C@@H](c2ccccc2)[C@H](C(=O)OC)[C@H]1C | 6.0
COc1ccc(C(=O)NNC(=S)NC(=O)c2cccc([N+](=O)[O-])c2)cc1 | 1.6
O=C(CN1CCCCCC1)Nc1ccc(Br)cc1[N+](=O)[O-] | -7.2
CCc1ccc(-c2csc3nc[nH]c(=O)c23)cc1 | -18.3
[S-]c1nnc(-c2ccc(Br)cc2)n1-c1ccccc1.[Zn+2] | 13.1
CCOc1ccc(C(=O)NC2CC(C)(C)NC(C)(C)C2)cc1 | -2.9
CC(C)(O)C#Cc1ccc(C(=O)NCc2ccccc2)s1 | -13.7

Of the compounds above, two have fluorine.
canonical_smiles | Pf gamet viab
O=C(Nc1ccc(F)c(Cl)c1)C1CCCC1 | -2.3
C=CCC[C@@H](Cc1ccc(F)cc1)C(=O)OC[C@@H](NC(=O)[C@@H](CC=C)CC(=O)N[C@@H](CO)Cc1ccccc1)C(C)(C)C | 1.3

(continued)
canonical_smiles | Pf gamet viab
CN(C)c1ccsc1C(=O)NNS(=O)(=O)c1ccc(Cl)cc1 | -29.7
COc1cc2c(cc1OC)C(c1ccc([N+](=O)[O-])cc1)NCC2 (centres undefined) | 20.9
COc1ccc(S(=O)(=O)Nc2cccc3c2O[C@H](CN(C)Cc2ccncc2)[C@@H](C)CN([C@H](C)CO)C3=O)cc1 | -15.7
CCc1nnc(N/N=C/c2ccc(O)c(OC)c2)n1N | 10.4
Cc1cccc(NC(=O)C[n+]2ccccc2)c1 | 23.9
C[C@H]1CCC[C@@]2(O[C@H](CCO)C[C@@H](O)[C@@H]2O)O1 | -6.8
CC(C)(C)OC(=O)CNC(=O)c1nc[nH]c1C(=O)NCc1ccccc1 | -25.7
Cc1ccc(C(=O)C=CNNC(=O)c2ccccc2)cc1 | -25.8
Cc1nc(NN)nc(NCc2ccccc2)n1 | -11.3
CC(CCc1ccccc1)NC(=O)CCC(=O)N1CCC(C(N)=O)CC1 (centres undefined) | 7.0
OCC1(CCOc2ccccc2)CCN(Cc2ccc(OC(F)F)cc2)CC1 | -0.8
OCCc1c[nH]c2ccc(OCc3ccccc3)cc12 | 7.1
O=C(NCc1ccccc1)c1onc(CSc2ccccc2)c1C(=O)NCc1ccccc1 | 18.0
OC(CN1CCOCC1)Cn1c2c(c3ccccc31)CCCC2 (centres undefined) | 8.3
C[C@H](CO)N1C[C@H](C)[C@@H](CN(C)S(=O)(=O)c2ccc(F)cc2)Oc2ccc(NC(=O)C3CC3)cc2C1=O | -11.2

In the list so far, 2 have two or more sulfur atoms:
canonical_smiles | Pf gamet viab
CCn1c2ccccc2c2cc(NC(=O)C3CCN(S(=O)(=O)c4cccs4)CC3)ccc21 | -42.1
CN(C)c1ccsc1C(=O)NNS(=O)(=O)c1ccc(Cl)cc1 | -29.7

Later entries:
canonical_smiles | Pf gamet viab
Cc1ccc(C(O)Cn2nc(C)cc2C)cc1 (centres undefined) | 4.0
OCC[C@H]1C[C@@H](O)[C@H](O)[C@@]2(CCCc3ccccc3O2)O1 | -19.4
COc1ccc(C(=O)Nc2ccc(S(=O)(=O)N3CCOCC3)cc2)cc1[N+](=O)[O-] | -0.5
CN1CCCC(OC(=O)c2ccc(C(C)(C)C)cc2)C1 (centres undefined) | 13.1
COc1ccc(CC(=O)Nc2cc(C)ccn2)cc1OC | 3.7
CC(=O)OC[C@H]1O[C@@H](O[C@H]2C[C@]3(C)C(C[C@@H](O)C4C([C@]5(C)CC[C@@H](C(C)(C)O)O5)CC[C@]43C)[C@@]3(C)CC[C@H](O)C(C)(C)C23)[C@H](O[C@@H]2O[C@@H](C)[C@H](O)[C@@H](O)[C@H]2O)[C@@H](O)[C@@H]1O (some centres undefined) | -3.3
CCCNC(=O)CSc1nc(Cc2ccccc2)nc2ccccc12 | -0.3
Cc1ccccc1C(=O)Oc1cccc(Nc2ncnc3ccccc23)c1 | -10.6
CCOC(=O)[C@@H]1[C@H]2COc3ccccc3[C@@H]2N2C(=O)N(c3ccc(Cl)cc3)C(=O)[C@@]12C | 16.1
Oc1ccc(-c2nc3ccccc3nc2-c2ccccc2)cc1 | -39.4
C=CCC(NC(=O)c1ccc(C#N)cc1)C(=O)NCCC (centres undefined) | 9.3
O=CN1CCN(C(=O)c2cc3cc(Cl)ccc3[nH]2)CC1 | 10.9
COc1cc(/C=N/N(c2ccccc2)c2ccccc2)ccc1O | -3.8
Cc1ccc(Cl)cc1NC(=O)COc1ccccc1 | 2.1
O=C1C=C(c2cccc(Cl)c2O)C[C@@H](c2ccc(F)cc2)C1 | -16.5
O=C1C=C(c2ccc3c(c2)OCO3)C[C@@H](c2ccc(F)cc2)C1 | -11.8
COc1cc2c(cc1OC)CN(CCC(C)c1ccc(Cl)cc1)CC2 (centres undefined) | 15.4
Cn1c(-c2ccccc2)cnc1NCc1cccc([N+](=O)[O-])c1 | -10.6
COc1cc(C2C(C(=O)c3cccs3)=C(O)C(=O)N2CCN2CCOCC2)cc(OC)c1OC (centres undefined) | -7.1
CC(=O)Nc1ccc(S[C@@H](CCN2CC[C@H](C(C)(C)C)CCC2=O)c2ccccc2)cc1 | -11.1
COc1ccc2ccccc2c1/C=N/NC(=O)c1cccc(C)c1 | -7.6
CC1(C)CC(NS(=O)(=O)OCC(Cl)(Cl)Cl)c2cc(C#N)ccc2O1 (centres undefined) | 6.1
CC(=O)C1=C(O)C(=O)N(c2ccc(Br)cc2)C1c1ccc(Br)cc1 (centres undefined) | -7.3
CC(=O)NCCC(=O)NCC1(N(C)Cc2ccccc2)Cc2ccccc2C1 | 10.6
CCN1CCN=C1Nc1ccccc1 | 20.9
COc1ccc(C2/C(=C(/O)c3ccc(F)cc3)C(=O)C(=O)N2c2ccccn2)cc1OC (centres undefined) | 17.5
O=C(Nc1ncc([N+](=O)[O-])s1)c1cccs1 | -22.7
FC(F)Oc1ccc(C2=Nn3c(nnc3-c3ccccc3Cl)SC2)cc1OCC1CC1 | -46.3
C[C@@H](C(=O)CC(=O)OC(C)(C)C)[C@@H](O)c1ccccc1 | 0.6
COc1ccccc1-c1sc2cc3c(cc2c1C#Cc1ccccn1)OCO3 | 19.9
COc1ccc(N(CC(=O)NCCSCc2cccc(Cl)c2)S(C)(=O)=O)cc1 | 1.9
CC(=O)Nc1ccccc1Nc1cc(C#N)c(C#N)cc1[N+](=O)[O-] | 2.3
COC(=O)c1cc(/C=C/c2ccccc2)[nH]n1 | -2.3
COc1ccc(S(=O)(=O)NCC2CCCO2)c(Cl)c1Cl (centres undefined) | 20.8
CCOC(=O)c1cnc2c(C)c(C)ccc2c1NCCN1CCOCC1 | -6.2
C=CC[C@@H](CC(=O)N(CCO)Cc1ccccc1)C(=O)N[C@H](COC(=O)[C@@H](CC=C)Cc1ccc(F)cc1)Cc1c[nH]c2ccccc12 | 2.9
COC(=O)C1=C[C@@H](C(=O)OC)[C@@H]2C3=C(C(=O)[C@]2(C)NC(=O)c2ccccc2)[C@H](C)n2c(=O)n(C)c(=O)n2[C@@H]3C1 | -22.1
CCCCn1c(=O)cc(C)n(-c2ccccc2)c1=O | 14.8
O=C(Nn1cnnc1)c1ccc([N+](=O)[O-])cc1Cl | 4.9
CCOC(=O)c1[nH]c2ccc(C(=O)OC)cc2c1C(=O)OCC | -26.9
COc1ccc(/C=N/NC(=O)c2cccs2)c2ccccc12 | 4.9
COc1ccc(NC(=O)c2ccc3ccccc3c2OC)cc1 | -4.4
O=[N+]([O-])c1ccccc1OCCN1CCCC1 | 11.4
Cc1ccc(OCC(=O)N2CCc3ccccc3C2)c(C)c1 | -7.8
Cc1cc(C)c(C)c(OCCn2ccnc2)c1 | 5.0
CCCCNc1c(-c2cccc(Sc3ccc(OC)cc3)c2)nc2ccccn12 | -16.7
Cc1cc[n+](CC[n+]2ccc(C)cc2)cc1 | 4.1
COc1ccc(S(=O)(=O)NCCCc2ccccc2)cc1 | -6.3
COC(=O)C1=C(C)N(CC2CC2)C(=O)N[C@H]1c1ccccc1 | 4.1
CS(=O)(=O)N1CCCC(C(=O)Nc2ccccc2)C1 (centres undefined) | -10.1
CC(CCN1CCN(c2ccc(F)cc2)CC1)c1ccccc1 (centres undefined) | 2.0
COc1cccc(NC(=O)NCc2ccccc2Cl)c1 | 17.2
O=S(=O)(NCCCCNS(=O)(=O)c1ccc(F)cc1)c1ccc(F)cc1 | 4.7
CCOC(=O)c1ccc(N2Cc3ccccc3C2=NC(=O)c2cccc([N+](=O)[O-])c2)cc1 | 17.3
COC(=O)[C@@]12CCCN1[C@H](c1ccc(-c3ccccc3)c(OC)c1)[C@H]1C(=O)N(C)C(=O)[C@H]12 | 3.2
COC(C[C@H](O)C[C@H](O)[C@@H](C)OCc1ccccc1)OC | -8.5
Cc1cc2c(NCCc3ccccc3)ncnc2s1 | 2.3
COc1cc(NC(=O)CCN2CCN(CCO)CC2)cc(OC)c1 | -5.8
Cc1ccc2nc(C)cc(N/N=C/c3cccc(O)c3)c2c1 | -10.4
O=C(NCCc1cnc[nH]1)Nc1cccc(C(F)(F)F)c1 | -12.0

Continuation.
canonical_smiles | Pf gamet viab
CCOc1ccccc1NC(=O)C1CCCC1 | 1.7
COc1ccc(C(=O)Nc2ccc(S(=O)(=O)Nc3cnc4ccccc4n3)cc2)cc1 | -20.5
Cc1cc(NS(=O)(=O)c2ccc(NC(=O)C(F)(F)F)cc2)nc(C)n1 | -2.6
COc1cc(CNc2ccc3[nH]c(=O)[nH]c3c2)ccc1OCc1ccccc1 | 6.6
Cc1cc2c(Nc3cccc(O)c3)ncnc2s1 | -2.8
O=C(NC1CCCN(Cc2ccc(Cl)cc2)C1)C1CCC1 (centres undefined) | -5.5
O=C(CSc1c2c(nc3ccc(Cl)cc13)CCCC2)N1CCN(C(=O)c2ccco2)CC1 | 28.2
Nc1ccccc1/C=N\N=C/c1ccccc1N | -27.4
O=C(NCCNC(=O)c1ccccc1O)c1ccccc1O | 16.4
CC(=O)c1ccc(NC(=O)c2cc3ccccc3o2)cc1 | -1.5
C=CCN1C(=O)C2(OCCCO2)c2cc(CCCC)ccc21 | -8.3
COc1nc(NCCO)nc(Nc2cc(Cl)ccc2OC)n1 | -4.5
CC(C)(C)OC(=O)C[C@@H]1C/C=C\C[C@@H](CC(=O)N(CCO)Cc2ccccc2)C(=O)NC[C@@H](c2ccccc2)OC1=O | -31.8
CN1C(=O)/C(=C/c2ccc(OCc3ccccc3F)cc2)N(C)C1=S | -16.9
NC(=O)NS(=O)(=O)Oc1ccccc1 | 10.7
CCOc1ccc(Cl)cc1C1=CC(=O)C[C@H](c2ccc(OC)cc2)C1 | -4.8
Cc1ccccc1NC(=O)CN1CCOCC1 | 19.7
O=C(O)[C@@H]1CCCN1S(=O)(=O)c1cccc2cccnc12 | -16.8
Cc1ccc(CN2Cc3cccc4c3[C@@H](CC2=O)[C@H](O)[C@H](O)C4)cc1 | -4.7

Two of the compounds above, as labelled records:
Cc1ccccc1NC(=O)CN1CCOCC1
- Pf gamet viab = 19.7

O=C(O)[C@@H]1CCCN1S(=O)(=O)c1cccc2cccnc12
- Pf gamet viab = -16.8
